Compound activity (PubChem)
mcGAS MS inh: inhibitors of mouse cGAS. Q8C6L5. recombinant mouse cGAS, cGAMP by RapidFire MS. inhibition, % at 12.5 µM. 0.18% of 130,000 active. AID 1259397;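 active means inhibition of cGAS enzyme activity at or above 60%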;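 further: enzyme stimulated by 45 bp dsDNA with ATP and GTP substrates; cGAMP share of summed cGAMP plus half ATP and half GTP signals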
Target sequence (Q8C6L5 whole entry, looked up): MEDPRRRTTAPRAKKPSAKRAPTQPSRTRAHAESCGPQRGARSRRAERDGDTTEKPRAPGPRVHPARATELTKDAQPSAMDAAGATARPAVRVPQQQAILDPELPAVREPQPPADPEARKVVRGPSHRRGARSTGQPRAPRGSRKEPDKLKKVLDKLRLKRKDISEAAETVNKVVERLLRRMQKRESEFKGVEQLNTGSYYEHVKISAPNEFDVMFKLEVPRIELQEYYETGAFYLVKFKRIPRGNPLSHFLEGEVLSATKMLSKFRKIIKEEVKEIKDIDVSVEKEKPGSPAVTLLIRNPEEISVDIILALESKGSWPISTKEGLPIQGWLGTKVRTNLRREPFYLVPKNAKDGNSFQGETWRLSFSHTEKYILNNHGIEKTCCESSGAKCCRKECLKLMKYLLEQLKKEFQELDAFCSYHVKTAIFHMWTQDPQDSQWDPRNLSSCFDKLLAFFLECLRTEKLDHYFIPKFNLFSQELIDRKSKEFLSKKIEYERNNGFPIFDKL
* hit, by the source's call; & = joins results of further samples. Not all compounds are listed; the hit share may differ from the screen's.

SMILES	mcGAS MS inh
COC(=O)c1ccc(C(C)N(C)C)o1 (stereo unspecified)	-6
Cn1cc(C(=O)N2CCCC(CO)C2)c2ccccc21 (stereo unspecified)	-4
CS(=O)(=O)c1cc(C(=O)NC2CCCCC2)ccc1Cl	-16
Cc1ccc(C(=O)Nn2cnc3c(cnn3-c3ccccc3)c2=O)cc1	-8
Cc1nn(-c2nc(C)c(C)c(=O)[nH]2)c(C)c1CCC(=O)NCC1CCCO1 (stereo unspecified)	-5
Cc1cc(OCC(=O)NNC(=O)c2ccccc2)cc(C)c1Cl	-7
Cc1ccc(-c2ccc(=O)n(CCCNC(=O)c3ccc(F)cc3)n2)cc1	3
Cc1nc(C)c(C(=O)N2C[C@H]3OC(=O)N(CCN4CCCCC4)[C@H]3C2)s1	-13
CSCc1nc2sc(C(=O)NC3CCOc4ccccc43)c(C)c2c(=O)[nH]1 (stereo unspecified)	-6
O=C(NCc1nc2ccccc2n1CCCCOc1ccccc1Cl)c1ccco1	-16
O=c1c2cnc3nc(-c4ccccc4)nn3c2ccn1CCCN1CCOCC1	-9
Cc1cc(C(=O)N2CC(c3ccncc3)C2)n[nH]1	-17
O=C(CSc1nnc(-c2cccc(Cl)c2)o1)NCC1CCCCC1	-7
O=[N+]([O-])c1ccc(NC(=S)N2CCn3cccc3C2c2ccncc2)cc1 (stereo unspecified)	2
c1ccc(-n2ncc(CN3CCOc4ccccc43)n2)cc1	-5
CCN1CCCC(NS(=O)(=O)c2cc(Br)ccc2OC)C1 (stereo unspecified)	-6
OC(Cn1cnnc1)c1ccccc1 (stereo unspecified)	-8
Cc1ccc(C2(O)CCN(C(=O)c3ccc(-c4ncn[nH]4)cc3)CC2)nc1	1
FC(F)(F)c1ccc2c(c1)nc(-c1ccc(Cl)cc1)c1nccn12	-5
CC(C)(C)c1cc(C(=O)NCC(C)(C)C2CCCCO2)no1 (stereo unspecified)	-22
Cc1ccc(C)c(CSc2nncn3c2cc2occc23)c1	-6
COc1ccc(N2CC(O)(c3ccc([N+](=O)[O-])cc3)[N+]3=C2SCCC3)cc1 (stereo unspecified)	-14
CC(C)=CCC/C(C)=C/COc1ccc2ccc(=O)oc2c1	-14
Cc1nc(Nc2ccc(NC(=O)Nc3ccccc3C(F)(F)F)cc2)cc(OC(C)C)n1	-4
CCOC(=O)N1CCN(c2nc(Nc3ccccc3)c3nccnc3n2)CC1	-4
(listing goes on)
SMILES	mcGAS MS inh
Cc1ccc(S(=O)(=O)N2CCN(CC(=O)NC3CCCCC3)CC2)c(C)c1	2
CC(C)N(CC(N)=O)CC(=O)N(Cc1ccccc1)C(C)C1CC1 (stereo unspecified)	7
O=C(C1CCOCC1)N1CCCCCC1C1CCN(c2nc3ccccc3s2)CC1 (stereo unspecified)	-13
COc1ccc(OCC(=O)N2CCN(c3ccc(F)cc3)CC2)cc1	-1
Cc1ccc(S(=O)(=O)Oc2ccc(/C=C3\C(=N)N4N=CSC4=NC3=O)cc2Cl)cc1	23
COC(=O)Cn1c(=NC(=O)c2ccc3ncsc3c2)sc2cc(OC)ccc21	-6
O=C(CN(c1cccc([N+](=O)[O-])c1)S(=O)(=O)c1ccccc1)NC1CCCC1	0
OCCCn1cnc(-c2ccccc2)c1-c1ccc(Cl)s1	-11
CCOC(=O)c1nc(S(C)(=O)=O)ncc1Cl	3
O=C(Nc1nn2cnnc2s1)C1CC=CCC1 (stereo unspecified)	1
Cc1nc(CCN)cc(N2CCC(N3CCCC3)CC2)n1	-12
O=C(CCC1CCN(C(=O)c2cn3ccsc3n2)CC1)NCc1cccnc1	-4
CCCC(=O)Oc1ccc(NS(=O)(=O)c2ccc(C)cc2)c2ccccc12	-1
CN(CCCCCCCCCCN(C)C(=O)Oc1cccc([N+](C)(C)C)c1)C(=O)Oc1cccc([N+](C)(C)C)c1	10
CCc1ccc(C(=O)NNC(=S)Nc2sc(CC)cc2C(=O)OC)s1	-2
COc1c(N2CCNC(C)C2)c(F)cc2c(=O)c(C(=O)O)cn(C3CC3)c12 (stereo unspecified)	-6&2
O=c1[nH]c(C2CSCCS2)nc2cc(F)c(F)cc12 (stereo unspecified)	1
CC(C)[N+]1(C)C2CC[C@@H]1CC(OC(=O)C(CO)c1ccccc1)C2 (stereo partly specified)	-1&-1
CCSCCn1nc(C2CC2)cc(C(F)(F)F)c1=O	-9
O=c1[nH]n(CCc2ccccn2)c(=O)c(Cl)c1Cl	-7
O=C1Cc2cc(C3=CSC4=NS(=O)(=O)CCN34)ccc2N1	-1
Cc1cc(C)c(C2NC(=O)c3cn[nH]c3N2)cc1C (stereo unspecified)	0
O=c1[nH]c(Cn2cc(Br)cn2)nc2ccsc12	-7
COc1cccc(C2c3[nH]c4ccccc4c3CCN2Cc2cccc(C(C)=O)c2)c1OC (stereo unspecified)	-1
CN1CCCN(c2nnc(C(=O)NCCCc3ccccc3)c3ccccc23)CC1	-13

Some of the entries so far, in markdown.
| Molecule | mcGAS MS inh |
| --- | --- |
| CC(C)[N+]1(C)C2CC[C@@H]1CC(OC(=O)C(CO)c1ccccc1)C2 (stereo partly specified) | -1&-1 |
| O=C(CN(c1cccc([N+](=O)[O-])c1)S(=O)(=O)c1ccccc1)NC1CCCC1 | 0 |
| COC(=O)Cn1c(=NC(=O)c2ccc3ncsc3c2)sc2cc(OC)ccc21 | -6 |

Filtered by structure, the compounds so far with an aryl methoxy group.
SMILES	mcGAS MS inh
CCN1CCCC(NS(=O)(=O)c2cc(Br)ccc2OC)C1 (stereo unspecified)	-6
COc1ccc(N2CC(O)(c3ccc([N+](=O)[O-])cc3)[N+]3=C2SCCC3)cc1 (stereo unspecified)	-14
COc1ccc(OCC(=O)N2CCN(c3ccc(F)cc3)CC2)cc1	-1
COC(=O)Cn1c(=NC(=O)c2ccc3ncsc3c2)sc2cc(OC)ccc21	-6
COc1c(N2CCNC(C)C2)c(F)cc2c(=O)c(C(=O)O)cn(C3CC3)c12 (stereo unspecified)	-6&2
COc1cccc(C2c3[nH]c4ccccc4c3CCN2Cc2cccc(C(C)=O)c2)c1OC (stereo unspecified)	-1

Following part.
SMILES	mcGAS MS inh
CC(=O)Oc1ccc(Cn2c(C)c(C(=O)NCc3ccccn3)sc2=O)cc1	-4
Cc1ccccc1N1CCN(C2CCCN(C(=O)c3snnc3C)C2)CC1 (stereo unspecified)	-13&-1
Cc1cc2nc(COCCOCCO)[nH]c2cc1C	-7
Cc1nnc2sc(SCc3ccc(Cl)cc3)nn12	-6
O=C(CCCOc1cccc(Br)c1)NCc1ccc2c(c1)OCO2	-1
CC1CC(NC2CCN(S(=O)(=O)C(C)C)CC2C)C(=O)O1 (stereo unspecified)	-8
CN(Cc1ncc[nH]1)C(=O)c1cnc(-c2ccccc2)nc1	-14
CC(=O)N1N=C(c2ccc(Br)cc2)OC1(C)CC(=O)Nc1ccccc1 (stereo unspecified)	-4
O=c1[nH]c2cc(Br)cnc2[nH]c1=O	6
O=C(CCN1CCCC1c1ccsc1)N1CCc2ccccc21 (stereo unspecified)	-6
Fc1cccc(-c2nc(CN3CCOC(Cn4cncn4)C3)co2)c1 (stereo unspecified)	-7
COc1cccc(NC(=O)C2(C)CCN2Cc2cccc3c2OCO3)c1 (stereo unspecified)	-11
CC(C)CN1C(=O)C2(CCCC2)NC12CCN(C(=O)C(C)(C)C)CC2	-1
Cc1nc2sccn2c1-c1c(-c2ccccc2)ncn1CCC1CCCN1C (stereo unspecified)	-8
Cc1cc(C)nc(-n2ncc3c2CC(c2cccs2)CC3=O)n1 (stereo unspecified)	-4
CCC(C(=O)NC1CCSCC1)N(CC)CC (stereo unspecified)	-6
CC(=O)c1ccc(N(S(C)(=O)=O)S(=O)(=O)c2ccc(Cl)cc2)cc1	-9
O=C1CSC(=S)N1N=Cc1ccc(-c2nc3ccccc3s2)o1	-1
CC(C)C1=NOC(CNC(=O)c2cc(-c3cccn3C)n[nH]2)C1 (stereo unspecified)	-5
Cc1c(I)cc(I)c(C)c1[N+](=O)[O-]	-6
CC(NC(=O)N1CCN(Cc2ccon2)CC1)C(C)(C)C (stereo unspecified)	1
COc1ccccc1-c1nnc(NC(=O)C2=COCCO2)o1	-6
COc1ccccc1-c1cc(Cn2cc(-c3ccc(C)o3)nn2)on1	-22
Cc1ccc(CNC(=O)c2cc(Cl)ccc2F)n1C	-13
COc1ccc(N2CCN(c3nc(Nc4ccc(C)cc4)c4cn[nH]c4n3)CC2)cc1	-6

Looked up above:
mcGAS MS inh result of O=C(CCN1CCCC1c1ccsc1)N1CCc2ccccc21 (stereo unspecified) = -6
mcGAS MS inh result of Cc1cc(C)nc(-n2ncc3c2CC(c2cccs2)CC3=O)n1 (stereo unspecified) = -4

Remaining list, next part.
SMILES	mcGAS MS inh
CCOC(=O)C1CCN(C(c2ccc(F)cc2)c2c(O)cc(C)n(CCOC)c2=O)CC1 (stereo unspecified)	-9
CC(C)Sc1nnc(SCC(=O)N(C)C2CCS(=O)(=O)C2)s1 (stereo unspecified)	-18
Nc1ncnc2sc3c(c12)CCCC3	-7
O=C(CCc1nnc(-c2ccsc2)o1)N1CCCC(OCc2ccccn2)C1 (stereo unspecified)	-9&-3
Oc1ccc(-c2cnc3c(c2)CCN3CCC(F)(F)F)cc1	4
CN(C)S(=O)(=O)c1cc(NC(=O)/C=C/C(=O)N2CCOCC2)ccc1Cl	-32
COCCCn1ccc2nc3ccn(-c4ccccn4)c(=O)c3cc2c1=O	-5
CC(=O)N1CCC(C(=O)NCc2ccc(OCC3CCCO3)cc2)CC1 (stereo unspecified)	1
O=C(C1CCN(C2=NS(=O)(=O)c3ccccc32)CC1)N1CCN(c2ncccn2)CC1	-4
O=C(NCCCc1ccccc1)c1ccc2nc(-c3ccccc3)c(-c3ccccc3)nc2c1	-1
COc1ccc(-c2cn3c(C(=O)Nc4nccs4)csc3n2)cc1	-2
Cc1[nH]c(-c2cc(Br)cs2)nc1-c1ccccc1	-10
CCCCC(=O)OCc1nc2cc(C(F)(F)F)ccc2o1	-10
C[C@@H]1CN(Cc2cc3cc4c(cc3[nH]c2=O)CCC4)C[C@H](C)O1	9
CCS(=O)(=O)c1ccc2c(c1)N(Cc1ccc(OC(F)(F)F)cc1)C(=O)C(C)O2 (stereo unspecified)	-11
Cc1nnc(NC(=O)c2cc3ccccc3o2)s1	51
Cc1cc(C)n2c(n1)nc(=S)n2CN1CCCC(C(F)(F)F)C1 (stereo unspecified)	-20
Cc1cc(C(=O)NS(=O)(=O)c2ccccc2Br)no1	3
Cc1cnc2n(c1=O)C(CC(=O)N1CCC(C(N)=O)CC1)CS2 (stereo unspecified)	-2
CC(O)(c1ccc(F)c(F)c1)c1nc(-c2cccc3cccnc23)cs1 (stereo unspecified)	12
Cc1nc(CN2CCN(C3CCC4(CCNCC4)CC3)CC2)no1	-1
CC1CCC(=NNc2cc(C(F)(F)F)ccc2Cl)CC1 (stereo unspecified)	-3
CCc1nnc(NC(=O)CCc2ncc(-c3ccc(Cl)cc3)o2)s1	1
CC1(C)C2CCC1(C)C(NC(=O)CCCN1CCOC1=O)C2 (stereo unspecified)	-4
CCN(Cc1cc(C)[nH]n1)CC1CCCO1 (stereo unspecified)	-28
(continued)
SMILES	mcGAS MS inh
COC(=O)c1sc2nc(Cn3cc[n+](C)c3)[nH]c(=O)c2c1C	-4
O=C(CSc1nnc(-c2ccccc2)n1-c1ccccc1)N/N=C\c1c(Cl)cccc1Cl	-3
CC(C)(C)NC(=S)N1CCn2cccc2C1c1ccc(F)cc1 (stereo unspecified)	-11
Cc1cc(N2CCCN(Cc3cnc(C4CCCCC4)nc3)CC2)ccn1	1
N#CCc1cccc(C(=O)Nc2cc(F)cc(N3CCCC3)c2)c1	-8
NC(=O)C1CN(S(=O)(=O)c2ccc(C3CCCCC3)cc2)CCO1 (stereo unspecified)	-3
O=C(NCC1CCCN(C(=O)CCC(F)(F)F)C1)c1cccc2ccccc12 (stereo unspecified)	-7
CCCN1CCC(C)(C(=O)Nc2ccccc2Oc2ccccc2)C1 (stereo unspecified)	-3
CCC(NC(=O)c1csc2nc(-c3ccccc3C)cn12)c1ncnn1C (stereo unspecified)	4
COc1ccc(-c2ccc(=O)n(CC(=O)NCc3ccc(F)cc3)n2)cc1	-9
Cn1nnnc1SCCNC(=O)c1scc2c1OCCO2	-27
N#Cc1ccc(Cl)cc1NC(=O)CN1CCc2ccccc2C1	-4
O=C(c1ccc(Br)o1)N1CCN(S(=O)(=O)c2cc3c4c(c2)CCN4C(=O)CC3)CC1	-8
COc1cccc(C(=O)Nc2ccc(-n3cccn3)cc2C(F)(F)F)c1	-6
Cn1nnnc1SCc1nnc(-c2cccs2)o1	-6
CCCCn1c(N)c(N(C)CCOc2ccccc2F)c(=O)[nH]c1=O	-1
O=C1CN(c2ccccc2NC(=O)C2(c3cccs3)CCCC2)CCN1	-6
CCc1ccc(CN(C)S(=O)(=O)NCc2ccccc2)nc1	-32
COc1ccc(CC2(CO)CCN(Cc3cccn3-c3ccc(Cl)cn3)CC2)cc1	-4&0
Fc1cc(Cl)ccc1CSc1nc2ncccc2[nH]1	-17
CN1CCC(Cc2noc(-c3ccc(-c4ccccc4)[nH]3)n2)CC1	-9
O=[N+]([O-])c1ccc(Br)c2ccncc12	4
CCOc1ccccc1NC(=O)Cn1c(=O)c(CNc2ccccc2)cc2cc3c(cc21)OCCO3	-6
Fc1ccc(C=C2CCCC3C2=Nc2ncnn2C3c2ccc(F)cc2)cc1 (stereo unspecified)	51
COc1cccc(N(CC(=O)Nc2ccccc2C(C)C)C2=NC(C)(C)CS2)c1	-1
O=C(CCN1CCN(c2ccccc2)CC1)NNC(=O)c1ccc2c(c1)OCCO2	-5
Cc1ccc(NC(=O)CCCn2nc(C)cc2C)cc1	-3
CCCCCn1c(NCCCOCC)nc2c1c(=O)[nH]c(=O)n2C	-9

Structural class, the compounds so far with a cyano group (two)
SMILES	mcGAS MS inh
N#CCc1cccc(C(=O)Nc2cc(F)cc(N3CCCC3)c2)c1	-8
N#Cc1ccc(Cl)cc1NC(=O)CN1CCc2ccccc2C1	-4
